Compound activity as filed in PubChem BioAssay.
Nrf2 ARE act – Nrf2 pathway activation; 410,000 tested, 0.31% active; AREc32 ARE-luciferase reporter (MCF7-derived line), luminescence, 24 h; AID 624171; Potency, µM (doses to about 46.1 µM), inactives show top-dose activation, most hits filed as activators; further: potency means the concentration at half of the fitted maximal effect; % of control where 0% means no effect; nearly all actives have a fitted effect of over 65% in size
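Steps: seed AREc32_Fluc cells (1000/well, 5% FBS OPTI-MEM); incubate overnight at 37 deg C; add 23 nL compound; incubate 24 hr; add Steady-Glo; hold 30 min RT; read luminescence.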
A549 viability – A549 cytotoxicity, counter-screen for Nrf2 inhibitors | AID 504648 | A549 ARE-Fluc cells, CellTiter-Fluor viability, 18-24 h | 390,000 tested, 0.16% active | Potency, µM (doses to about 46 µM), for inactives: top-dose activity change, negative = cytotoxicity, usual class: inhibitors; further: potency means the concentration at half of the fitted maximal effect; on the % scale 0 is the no-effect control and ±100 the full control effect
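Cytotoxicity counterscreen: CellTiter-Fluor fluorescence was measured in A549 ARE_Fluc cells after 18-24 h of compound exposure in a concentration series. The subsequent BugLite luminescent read reports ARE-luciferase activity.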
HepG2 tox – counter-screen for TGF-b inhibitors: cytotoxicity in HepG2 cells; AID 588856; 410,000 tested, 0.76% active; Potency, µM (top dose mostly 46.1 µM), inactives show top-dose activity change, negative = cytotoxicity, most hits filed as cytotoxic; HepG2 CAGA-GFP viability, ATP luminescence, 18 h; further: potency means the concentration at half of the fitted maximal effect; some results filed as inactive show a strong effect at the top dose
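CellTiter-Glo luminescence gave cytotoxicity after 18 hours at 37 degrees C. The cells were HepG2 CAGA-GFP in 1% FBS DMEM, stimulated with 500 pg/mL TGF-beta after compound addition. %Activity was normalised to no-cell wells (complete cell-killing) and DMSO (no toxicity), and curves were fitted and classified.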
CCT chaperon mod – cytosolic chaperonin activity modulation; 360,000 tested, 0.3% active; purified chaperonin ATPase assay, HTRF ADP detection, 30 min; activity change, % (concentration not given with the values), hits read low; in the data active means activity change below about -30%; further: on the % scale 0 is the no-effect control and ±100 the full control effect
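Enzyme 40 or 20 nM (batch-dependent) in Tris pH 7.4/KCl/MgCl2/DTT; cpd 76 uM single point; ATP 10 uM; 30 min 37 °C; Transcreener ADP HTRF detection, 30 min RT; ratio 665/615.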
Nrf2 inh – blocks Nrf2 signaling; 360,000 tested, 2.1% active; Potency, µM (series often up to 46 µM), without a hit: at the top dose activity change, negative = inhibition, most hits filed as inhibitors; A549 ARE-Fluc reporter, luciferase luminescence, 18-24 h; AID 504444; further: potency means the concentration at half of the fitted maximal effect; on the % scale 0 is the no-effect control and ±100 the full control effect; nearly all actives have a fitted effect of over 60% in size
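A549 ARE_Fluc cells, 5000/well, 5% FBS OPTI-MEM; compounds in dose-response, 18-24 h at 37 °C/5% CO2; CellTiter-Fluor viability read (Ex 405/Em 525), then BugLite luciferase luminescence = Nrf2 activity.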
ATXN viability – reduces viability in counter-screen for ATXN expression inhibitors; AID 651635; 400,000 tested, 0.49% active; Potency, µM (highest dose often 56.7 µM), usual class: cytotoxic; S2 cells (HEK-293 line with an ATXN2-luciferase reporter) viability, CellTiter-Fluor protease fluorescence, 24 h; further: potency means the concentration at half of the fitted maximal effect; nearly all actives have a fitted effect of over 40% in size
TGFb inhibitor – TGF-b pathway inhibition; HepG2 CAGA-GFP TGF-b/SMAD3 reporter, GFP fluorescence, 18 h; TGF-beta stimulated, 500 pg/mL final; Potency, µM (doses to about 46.1 µM), without a hit: top-dose activity, negative = inhibition, usual class: inhibitors; 410,000 tested, 1.2% active; AID 588855; further: potency means the concentration at half of the fitted maximal effect; on the % scale 0 is the no-effect control and ±100 the full control effect; nearly all actives have a fitted effect of over 65% in size
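Per well, imaged GFP fluorescence of HEPG2 CAGA-GFP cells gives the signal; cells get compound, then TGF-beta (500 pg/mL final), 18 h at 37 degrees C; %Activity versus -TGF-beta and +DMSO controls.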
Akt phos inh – Akt phosphorylation inhibition; activity change, % for hits at 50 µM; 360,000 tested, 0.32% active; Neuro2A IGF-stimulated pAkt S473 HTRF, 20 min; active compounds read low; in the data active means activity change below about -80%; inconclusive means mostly about -51% to -80%; further: on the % scale 0 is the no-effect control and ±100 the full control effect
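Neuro2A cells in DMEM with 0.5% FBS, overnight at 37 deg C, given compound at single 50 µM final, then IGF (6 nM final) for 20 min at 37 deg C. Lysed; phospho-Akt Ser473 by HTRF after 24 h, 665/615 ratio.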
MmCpn inh – blocks the Methanococcus maripaludis chaperonin Mm-Cpn. purified Mm-Cpn ATPase, ADP Transcreener TR-FRET. Potency, µM (doses to about 76.9 µM), inactives show at the highest dose activity, negative = inhibition, most hits filed as inhibitors. 330,000 tested, 0.031% active; further: potency means the concentration at half of the fitted maximal effect; on the % scale 0 is the no-effect control and ±100 the full control effect; nearly all actives have a fitted effect of over 80% in size
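Purified archaeal Mm-CPN (25nM final) preincubated 10 min at 37degC with compound, then 10uM ATP for 30 min at 37degC; ADP measured by HTRF Transcreener TR-FRET; buffer 30 mM TRIS pH 7.4, 100mM KCl, 5mM MgCl2, 1mM DTT.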
Active calls of the source: *; i = inactive; ? = inconclusive; · = not tested or not shown. Unless noted, the call rests on the fitted dose curve; in most records, active means well fitted curve in the direction sought with a large enough effect; inconclusive means small, poorly fitted or top-dose-only effect, or another doubt; inactive means no such curve, though single readings can be large; an effect the other way counts as inactive or inconclusive.

SMILES	Nrf2 ARE act	A549 viability	HepG2 tox	CCT chaperon mod	Nrf2 inh	ATXN viability	TGFb inhibitor	Akt phos inh	MmCpn inh
Cc1cc(Cl)c(OCCOCCN2CCN(C)CC2)c(Br)c1	-0.2%	1%	-19%	2.2	-10%	i	1%	i	?
CCCCCNC(=O)c1cn(CC)c2cc(N3CCN(C)CC3)c(F)cc2c1=O	3.4%	-11%	-28%	-1.7	-3%	i	?	i	0%
CC[C@]12c3[nH]c4ccccc4c3CCN1C(=O)C(CC(=O)NCCN1CCOCC1)C[C@@H]2C(=O)N1CCN(C(=O)c2ccco2)CC1 (stereo partly specified)	1.8%	0%	5%	-1.0	19%	i	-1%	i	-1%
CN(C)C(=O)CSc1nnc(-c2ccco2)n1-c1ccccc1	-0.4%	-3%	-3%	1.7	3%	i	-1%	i	·
Cn1c(=O)c2sccc2n2c(CCCC(=O)NC3CCCCC3)nnc12	0.2%	3%	-1%	·	?	·	2%	·	·
Cc1nc2c(C(=O)NCCc3ccc(Cl)cc3)c[nH]n2c(=O)c1Cc1ccccc1F	-0.8%	-5%	16µM*	·	?	i	13µM*	·	·
Cc1ccc(C(=O)Nc2nc3n(n2)C(c2ccccc2)CC(=O)N3)cc1 (stereo unspecified)	-0.6%	13%	5%	0.9	2%	i	26%	i	-2%
O=C(NCc1cccnc1)c1cc(C2CCCN(S(=O)(=O)c3cccs3)C2)on1 (stereo unspecified)	0.6%	·	-11%	0.2	·	i	-2%	i	·
N#CCc1cccnc1Sc1ccc(Cl)cc1	-0.1%	2%	-13%	-0.6	?	i	4%	i	·
COC(=O)C(Cc1c[nH]c2ccccc12)NC(=O)C1CC1 (stereo unspecified)	-1.0%	-3%	7%	0.6	-26%	i	-7%	i	0%
CC1(C)CC(=O)C2=C(C1)N(Cc1ccco1)C(=O)C2(NC(=O)C1CCCCC1)C(F)(F)F (stereo unspecified)	-0.7%	-9%	-28%	-2.3	11%	i	11%	i	-1%
O=C(COC(=O)c1ccccn1)NC(=O)c1ccccc1	-0.1%	1%	1%	1.6	-2%	i	6%	i	-1%
CCOC(=O)c1c(C)[nH]c(C)c1S(=O)(=O)N1CCN(c2cccc(C(F)(F)F)c2)CC1	-2.1%	-4%	-56%	·	0%	·	?	·	·
Cc1nn(C)c(C)c1/C=N/NC(=O)c1csc2ccccc12	1.9%	0%	-12%	-4.2	20%	i	6%	i	0%
FC(F)(F)c1cc(Cl)c2nnc(C(F)(F)Cl)n2c1	-1.0%	-9%	-1%	-3.2	-9%	i	10%	i	-2%
NC1=NC(=O)NC1(c1ccccc1)c1ccccc1	0.0%	-9%	16%	0.4	-2%	i	8%	i	·
Cc1ccc(Cn2c(N3CCN(CCO)CC3)nc3c2c(=O)n(C)c(=O)n3C)cc1	-1.0%	-2%	-10%	-3.8	0%	i	-1%	i	1%
Cc1ccc2[nH]c3c(=O)n(CCN4CCNCC4)cnc3c2c1	0.3%	9%	-6%	-1.0	3%	i	-1%	i	2%
Cc1c(Cl)cccc1NC(=O)C(C)n1c(=O)cc(C)c2c(C)nn(-c3ccccc3)c21 (stereo unspecified)	-0.6%	1%	-4%	·	24%	?	27%	·	·
COc1ccccc1CNC(=O)c1ccc(-c2nc(CS(=O)c3ccccc3)c(C)o2)cc1 (stereo unspecified)	1.1%	7%	-12%	·	?	i	2%	·	·
O=C(Nc1nnc(-c2ccncc2)o1)c1ccc(Br)s1	-0.2%	-12%	-49%	-6.2	?	i	-17%	i	1%
Cc1ccc(-c2nn(Cc3ccccc3)cc2/C=C/C(=O)O)cc1C	-0.5%	-14%	-1%	-2.4	-25%	i	17%	i	0%
Cn1c(SCC(=O)Nc2cccnc2Cl)nc2ccccc21	1.5%	12%	-17%	-1.2	-16%	i	-3%	i	-1%
O=C(/C=C1\SC(=O)NC1=O)Nc1ccc(F)cc1	9.3%	-14%	-26%	-2.9	3%	i	-1%	i	1%
CCCCSc1nnc2n(-c3ccc(OC)cc3)c(=O)c3c4c(sc3n12)COC(C(C)C)C4 (stereo unspecified)	0.1%	-9%	-20%	·	3%	i	4%	·	·
CCNc1nc(OC)nc(Oc2ccc(=O)n(-c3ccccc3)n2)n1	-0.3%	-9%	29%	-0.6	-26%	?	10%	i	0%
COc1ccc(CCNS(=O)(=O)c2cn(C)nc2C)cc1OC	-0.3%	2%	-4%	1.7	-7%	i	4%	i	-5%
Cc1ccc(C)c(NC(=S)NNC(=O)c2csc(C(C)C)c2)c1	4.8%	·	-18%	1.2	?	i	?	i	-1%
Cc1nc2c(-c3ccccc3)c(C)nn2c(C)c1CCC(=O)NCc1ccccc1Cl	0.0%	-4%	-9%	·	10%	i	-15%	·	·
COc1ccccc1/C=N/NC(=O)c1ccc(Cn2nc([N+](=O)[O-])cc2C)cc1	-0.1%	0%	-13%	1.0	8%	i	-9%	i	0%

An excerpt from above in order of the CCT chaperon mod value, ascending.
smiles	CCT chaperon mod
O=C(Nc1nnc(-c2ccncc2)o1)c1ccc(Br)s1	-6.2
N#CCc1cccnc1Sc1ccc(Cl)cc1	-0.6
O=C(NCc1cccnc1)c1cc(C2CCCN(S(=O)(=O)c3cccs3)C2)on1 (stereo unspecified)	0.2

Following part.
SMILES	Nrf2 ARE act	A549 viability	HepG2 tox	CCT chaperon mod	Nrf2 inh	ATXN viability	TGFb inhibitor	Akt phos inh	MmCpn inh
Cc1ccc(SCCC(=O)Nc2cccnc2)cc1	-0.6%	8%	-11%	1.8	25%	i	8%	i	-1%
COC(=O)c1cc(C(=O)NCC2CCCCC2)cc([N+](=O)[O-])c1	-0.3%	4%	0%	-0.5	-7%	i	8%	i	0%
Cn1c(=O)n(C)c2cc(N3CCOCC3)c(NC(=O)c3c(F)cccc3F)cc21	0.4%	1%	1%	·	-14%	i	4%	·	·
FC(F)(F)c1ccccc1NC(=S)N1CCCCCC1	-1.0%	-13%	-1%	-0.5	-1%	i	-16%	i	0%
CCNC(=O)c1ccc(-n2nc(C(F)(F)F)c3c2CCCC3)cc1	-0.4%	6%	-32%	1.2	?	i	1%	i	0%
CCN(CC)c1ccc(C(=O)N/N=C(\C)c2ccc(OC)c(OC)c2)cc1	3.2%	13%	-40%	-2.5	-6%	i	2%	i	1%
CCOCCCNC(=O)C1CCC(=O)N1CCc1ccccc1 (stereo unspecified)	-0.5%	-3%	-15%	1.3	29%	i	-7%	i	3%
O=C(NCCC1=CCCCC1)c1ccc2c(c1)ncn2-c1cccc(Cl)c1	0.3%	9%	1%	·	·	i	-22%	·	·
O=C(NCC1CCCO1)C(=O)NCC(c1ccco1)N1CCN(c2ccc(F)cc2)CC1 (stereo unspecified)	0.0%	-3%	23%	-4.6	-18%	i	5%	i	2%
Cc1ccc(Cc2c(-c3cccc(Cl)c3)nc3ccc(Br)cn23)cc1	25%	·	-23%	1.7	·	i	?	i	·
Cc1ccnc2nc(C(=O)OCC(=O)N(C)C3CCCCC3)nn12	-0.5%	·	-8%	0.5	·	i	-2%	i	·
CCCCn1c(-c2ccc(C)cc2)c(C)n2c3c(=O)n(C)c(=O)n(C)c3nc12	2.7%	13%	-16%	·	·	i	1%	·	·
O=C(O)c1ccc(Nc2nc(-c3cc4ccccc4oc3=O)cs2)cc1O	5.0%	-8%	-1%	-2.4	2%	·	2%	i	-7%
Cc1cccc(NC(=O)Cn2ccn(-c3ccc4c(c3)OCCO4)c(=O)c2=O)c1	-1.0%	-1%	4%	3.1	-2%	i	19%	i	1%
Cc1cccc2c1-c1sc(C(=O)Nc3cccc([N+](=O)[O-])c3C)cc1CO2	0.2%	3%	-26%	-3.0	?	i	?	i	-3%
CCCNC(=O)C1(C)CCCN(Cc2ccccc2C#N)C1 (stereo unspecified)	1.0%	·	-15%	-0.8	·	i	20%	i	·
COc1ccc(CC(=O)NC(C)CCc2ccccc2)cc1OC (stereo unspecified)	0.2%	0%	9%	-3.3	?	i	1%	i	1%
CC(C)c1ccc(N(C(=O)c2csnn2)C(C(=O)NC(C)(C)C)c2cccnc2)cc1 (stereo unspecified)	-0.4%	11%	-4%	-2.2	19%	i	-14%	i	0%
O=C(NCc1ccc(Cl)cc1)C1CCCN(c2ncnc3c2nc2n3CCCCC2)C1 (stereo unspecified)	0.0%	-3%	-7%	0.2	0%	i	16%	i	-6%
CCN1CCc2c(sc(-n3cccc3)c2C(C)NC(=O)Nc2ccc(Br)cc2)C1 (stereo unspecified)	-0.4%	7%	14µM*	·	?	·	10µM*	·	·
CC(C)(C)NC(=O)CSc1nccn1Cc1ccccc1	-0.3%	-4%	9%	-4.2	-18%	i	?	i	0%
CC(=O)NNC(=O)CC(=O)Nc1nc(C23CC4CC(CC(C4)C2)C3)cs1	0.4%	-1%	6%	0.4	2%	i	-11%	i	?
COc1cccc(N(CC(=O)Nc2cccnc2)S(C)(=O)=O)c1	0.2%	-7%	-4%	-2.5	3%	i	1%	i	1%
CN(C)S(=O)(=O)c1ccc(NC(=O)c2ccccn2)cc1	-1.8%	13%	13%	1.9	·	i	?	i	3%
COc1ccc(C/C(C)=N/NC(=S)Nc2ccc(C(C)C)cc2)cc1	4.7%	-1%	4%	-3.3	-13%	?	-18%	i	0%
Cc1c(C(=O)NC(c2ccccn2)C(F)(F)F)oc2c(F)cccc12 (stereo unspecified)	3.0%	-1%	3%	-3.9	4%	i	9%	i	2%
O=C(COC(=O)c1cccnc1Cl)Nc1ccc2c(c1)OCO2	-0.4%	0%	-1%	0.5	2%	i	-9%	i	0%
